bIAP inhibitor: blocks bovine intestinal alkaline phosphatase activity | 190,000 tested, under 10 active | AID 1019 | inhibition, % at 20 µM | purified bovine IAP, CDP-star luminescence, 30 min;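 active = over 50% inhibition of intestinal alkaline phosphatase at 20 µM in the single-dose screen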
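System: purified bovine intestinal alkaline phosphatase (IAP) enzyme; Input: IAP diluted 1/65,000,000 in the well; Measured by: CDP-star luminescence signal; Compound dosing: 20 µM single dose; Incubation: 30 min reaction at room temperature.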
TNAP inh hiacc: inhibitors of human TNAP at high phosphate acceptor concentration | 200,000 compounds, 0.03% hits | inhibition, % at 20 µM | P05186 | purified TNAP, CDP-star luminescence, 1 M DEA;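 active = over 50% inhibition of tissue-nonspecific alkaline phosphatase at 20 µM in the single-dose screen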;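 note: plate controls were DMSO wells for no effect and EDTA-quenched wells as full inhibition for full effect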
Target sequence (P05186 whole entry, looked up): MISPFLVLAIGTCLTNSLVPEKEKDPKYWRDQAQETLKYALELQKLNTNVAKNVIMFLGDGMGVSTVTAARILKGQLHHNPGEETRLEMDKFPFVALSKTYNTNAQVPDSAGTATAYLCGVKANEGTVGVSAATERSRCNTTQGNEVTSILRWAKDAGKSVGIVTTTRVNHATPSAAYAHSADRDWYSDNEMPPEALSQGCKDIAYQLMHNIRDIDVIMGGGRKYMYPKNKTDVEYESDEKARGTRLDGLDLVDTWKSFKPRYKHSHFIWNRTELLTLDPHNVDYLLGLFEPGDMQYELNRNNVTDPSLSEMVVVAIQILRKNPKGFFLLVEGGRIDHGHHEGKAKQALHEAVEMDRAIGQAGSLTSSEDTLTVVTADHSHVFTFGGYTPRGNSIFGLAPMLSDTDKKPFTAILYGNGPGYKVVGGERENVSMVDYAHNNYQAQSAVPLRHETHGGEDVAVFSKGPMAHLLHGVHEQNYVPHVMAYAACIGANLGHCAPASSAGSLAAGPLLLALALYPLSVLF
FLuc inh counter: counter-screen for luciferase assay inhibitors: firefly luciferase inhibition; P08659; inhibition, % at 10 µM; 200,000 compounds, 1.5% hits; ATPLite firefly luciferase biochemical luminescence, 10 min; AID 1006;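 active = inhibition above about 50% when tested at 10 µM, limit read from the data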
Target sequence (P08659 whole entry, looked up): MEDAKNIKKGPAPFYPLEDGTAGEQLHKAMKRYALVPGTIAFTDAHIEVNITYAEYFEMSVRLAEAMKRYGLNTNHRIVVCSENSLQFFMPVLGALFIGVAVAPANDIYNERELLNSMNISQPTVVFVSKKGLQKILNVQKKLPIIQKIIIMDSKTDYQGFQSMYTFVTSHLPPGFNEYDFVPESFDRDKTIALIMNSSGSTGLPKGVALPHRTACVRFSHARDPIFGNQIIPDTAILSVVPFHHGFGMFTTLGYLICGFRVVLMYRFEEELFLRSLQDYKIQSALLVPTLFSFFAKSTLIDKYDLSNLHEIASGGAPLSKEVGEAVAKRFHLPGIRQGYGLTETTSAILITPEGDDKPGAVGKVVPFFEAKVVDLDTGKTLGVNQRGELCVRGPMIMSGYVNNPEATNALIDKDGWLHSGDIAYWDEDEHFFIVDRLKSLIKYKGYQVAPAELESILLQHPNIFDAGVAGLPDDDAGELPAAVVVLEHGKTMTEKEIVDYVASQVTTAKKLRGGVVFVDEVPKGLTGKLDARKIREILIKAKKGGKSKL
bIAP act: intestinal alkaline phosphatase (bovine) activation | activation factor at 20 µM | purified bovine IAP, CDP-star luminescence, 30 min; stronger effect = higher value; fold of DMSO-control signal, blank-subtracted | 200,000 compounds, 0.17% hits;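 active = activation factor of 2 or more at 20 µM, a signal rise over negative controls twice the positive control's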
APP transl inh: APP translation inhibition. SH-SY5Y APP 5'UTR-luciferase reporter, luminescence. inhibition, % at 2 µM. 190,000 compounds, 0.82% hits. AID 1285;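 active = inhibition above a set limit, derived from the sample mean plus 3 SD, cut at about 45% in these data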; note: values of inactives mirror those of a sister screen read the other way
TNAP act hiacc: TNAP (human) activation, high acceptor | activation factor at 20 µM | 200,000 tested, under 10 active | purified TNAP, CDP-star luminescence, 1 M DEA, 30 min; stronger effect = higher value; 0 = EDTA background, 1 = DMSO-only activity | AID 1136;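 active = activation factor at least 2 at 20 µM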
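Test system – human TNAP · Doses – 20 µM single point · Incubation – 30 min, room temperature · Signal – luminescent substrate turnover signal · Read-out basis – activation factor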
RAM inhibit: inhibitors of the yeast RAM network | S. cerevisiae dse1pr::URA3 reporter, 5-FOA growth OD615, 2 d; analog-sensitive cbk1-as2 kinase mutant strain | inhibition, % at 50 µM | 190,000 compounds, 1.8% hits;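 active = inhibition above a set limit, 3 SD over mean compound inhibition, cut at about 8.4% in these data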;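 note: 0% = DMSO-only wells with no growth and 100% = 10 µM 1-NA-PP1 full growth; inhibition rescues growth on 5-FOA so higher OD means more RAM inhibition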
FLuc act counter: firefly luciferase counter-screen for stimulation assays; P08659; ATPlite luciferase biochemical, luminescence, 10 min; 0 = ATP-free wells, 1 = DMSO control; activation factor at 10 µM; 200,000 tested, under 10 active;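 active = luciferase activation factor, scaled between plate controls, of at least 2 with compound at 10 µM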
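System: cell-free luciferase reagent; medium: PBS as buffer for the ATP substrate; doses: test compounds dosed from 2 mM stocks in 100% DMSO; incubation: 10 min, room temperature; measured by: luminescence from luciferase reaction; read-out: luciferase activation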
L major viab: inhibitors of Leishmania major promastigote growth | Leishmania major promastigotes, resazurin fluorescence viability | inhibition, % at 10 µM | 200,000 compounds, 9% hits; in the data active = inhibition above about 50%;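 note: promastigotes grown with compound for 44 hours at 28 °C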
TNAP inh noacc: inhibitors of human TNAP without phosphate acceptor. P05186. purified TNAP, CDP-star luminescence, 30 min. inhibition, % at 20 µM. 200,000 compounds, 0.26% hits. AID 1012;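 active = tissue-nonspecific alkaline phosphatase inhibition above about 50% at 20 µM in the single-dose screen, limit read from the data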;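 note: 0% = DMSO negative control and 100% = EDTA positive control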
* marks the source's active call; other numbers are inactive results.

SMILES	bIAP inhibitor	TNAP inh hiacc	FLuc inh counter	bIAP act	APP transl inh	TNAP act hiacc	RAM inhibit	FLuc act counter	L major viab	TNAP inh noacc
COc1ccc(S(=O)(=O)N2CCN(CCC(=O)Nc3ccccc3F)CC2)cc1	32	-1	-1	0.7	-3	1	1.6	1	-6	-6
Cc1ccc(CNCc2cc3c(C(C)(C)C)nn(-c4ccccc4)c3[nH]c2=O)cc1	-57	-8	-2	1.6	22	1.1	-0.8	1	23	-9
C(=N/N1CCN(c2ccccc2)CC1)/c1cccs1	9	3	8	0.9	-24	1	1.5	0.9	-2	-14
O=C(NCCN1CCCC1)C1COc2ccccc2O1 (stereo not given)	12	-5	-2	0.9	0	1	0.7	1	1	-13
C(=N\n1cnnc1)/c1cccc2ccccc12	15	-4	-1	0.8	-13	1	0.8	1	-3	-15
Cc1ccc(OCC(=O)NS(=O)(=O)c2ccccc2)cc1	-17	-2	-3	1.2	12	1	0.9	1	-4	-2
CCn1c(SCC(=O)Nc2nc(C)cs2)nnc1-c1ccoc1C	8	-3	-12	0.9	17	1	0.9	1.1	1	-11
CC(C)(C)n1nc(-c2ccc(F)cc2)c2c(N)ncnc21	8	1	-1	0.9	-24	1	-0.2	1	-5	-5
Cc1onc(C(=O)NC(C)c2ccccc2)c1[N+](=O)[O-] (stereo not given)	3	-2	-2	1	-8	1	0.9	1	1	0
Cc1ccc(N=C2c3ccccc3C(=O)C2[N+](=O)[O-])cc1C (stereo not given)	-8	-4	-5	1.1	-27	1	-1.0	1.1	-1	4
O=C(O)c1ccc(NS(=O)(=O)c2cc(Cl)ccc2Cl)cc1	0	-8	-2	1	2	1.1	3.6	1	95*	-13
COc1ccc(NC(=O)C2CC2)cc1-n1cnnn1	2	-2	-4	1	-17	1	0.5	1	-8	-9
CCOc1cccc(/C(O)=C2/C(=O)C(=O)N(CCOC)C2c2ccco2)c1 (stereo not given)	5	-5	0	0.9	5	1	3.5	1	-3	-10
Oc1ccc(/C=N/Nc2nc(N3CCCCCC3)nc(N3CCCCCC3)n2)c(O)c1	-22	2	1	1.2	5	1	4.5	1	8	-16
CCCCn1c(SCC(=O)Nc2cc(C)on2)nc2ccsc2c1=O	14	-2	-3	0.9	2	1	3.6	1	-1	-3
C=C(C)c1ccc(C(C)(C)NC(=O)N(Cc2ccccc2)Cc2ccco2)cc1	0	-3	1	1	-2	1	1.2	1	18	-8
O=C(NCC1CCCO1)C1CCN(S(=O)(=O)Cc2ccccc2)CC1 (stereo not given)	-2	2	-8	1	-1	1	1.9	1.1	-1	-7
Cc1ccc2c(c1)nnn2C1CCN(CC(=O)Nc2ccc3c(c2)OCCO3)CC1	-11	-3	-3	1.1	-8	1	1.1	1	4	-9
CCCc1cc(=O)oc2cc(OCC(=O)N(C)C)c(Cl)cc12	-3	-7	-4	1	-5	1.1	1.7	1	-2	-12
O=C1C2C3C=CC(C4CC34)C2C(=O)N1/N=C/c1ccc([N+](=O)[O-])o1 (stereo not given)	-14	-3	-5	1.1	29	1	-0.2	1.1	99*	-5
CCOC(=O)N1CCC(N2CCN(S(=O)(=O)c3ccc(C)cc3)CC2)CC1	-1	-6	7	1	11	1.1	-0.6	0.9	85*	-1
O=C(Cc1cccc2ccccc12)N1CCN(c2ncccn2)CC1	-20	-4	-1	1.2	-23	1	-0.5	1	17	-12
O=C(CCC(=O)c1ccc(Oc2ccccc2)cc1)Nc1cccc(Cl)c1Cl	21	8	-3	0.8	16	0.9	14*	1	-5	0
C/C(=N/Nc1nc(-c2ccc(Cl)cc2)cs1)c1cccs1	36	10	-4	0.6	-22	0.9	3.7	1	-4	-14
CN(C)S(=O)(=O)c1ccc(NC(=O)c2cc(-c3cccs3)nc3ccccc23)cc1	6	-6	-3	0.9	14	1.1	6.3	1	15	-5
Cn1cnnc1Sc1ccc(/C=C(\CCC(=O)O)c2nc3ccccc3s2)cc1[N+](=O)[O-]	-27	-1	2	1.3	4	1	3.9	1	-4	2
O=C(NC1CCCc2ccccc21)C1CCN(C(=O)c2sccc2-n2cccc2)CC1 (stereo not given)	-3	-6	-10	1	-23	1.1	1.2	1.1	7	-8
O=C(Nc1ccc2c(c1)OCCO2)c1cnccn1	8	-5	46	0.9	-100	1.1	2.0	0.5	-1	-12
CC(C)C(=O)Nc1c(O)c2ccccc2[nH]c1=O	-1	1	-3	1	10	1	0.9	1	-11	0
CC1CCC2(CC1)OCC1(CCC3(COC4(CCC(C)CC4)OC3)C1=O)CO2 (stereo not given)	-12	4	-2	1.1	12	1	0.8	1	-1	0
O=C(O)CCCCCNC(=O)c1ccccc1Br	-3	-2	1	1	0	1	0.7	1	-7	-9
CCCOC(=O)C1=C(C)NC2=C(C(=O)C(C(=O)OC)C(C)C2)C1c1ccc(N(CC)CC)cc1 (stereo not given)	5	2	-5	0.9	-17	1	1.1	1	22	1
CC(C)(C)c1ccc(-c2cc(C(=O)NNC(=O)Nc3ccccc3)c3ccccc3n2)cc1	-28	-4	77*	1.3	-96	1	2.0	0.2	9	-7
CCc1ccc2ncc(C(=O)c3ccccc3)c(N3CCOCC3)c2c1	-3	-3	-4	1	7	1	0.1	1	10	-3
CCOC(=O)N1CCC(NC(=O)c2cc(C(=O)Nc3ccc(S(=O)(=O)N4CCOCC4)cc3)ccc2CO)CC1	-18	-6	-11	1.2	7	1.1	4.1	1.1	-5	-36
COc1cccc(CNC(=O)C2CCC(CNS(=O)(=O)c3cccc4nsnc34)CC2)c1 (stereo not given)	-15	-6	-2	1.1	5	1.1	3.1	1	-4	-9
CC(=O)Nc1ccc(S(=O)(=O)N2CCc3ccccc3C2)cc1	7	-7	-10	0.9	-12	1.1	3.4	1.1	-7	-5
CCN(CC)c1cc(C)c2cc(NC(=O)c3ccccc3OC)ccc2n1	5	-1	1	0.9	-26	1	0.5	1	43	-7
Cc1ccc(SCC(=O)Nc2ccc(S(N)(=O)=O)cc2)cc1	16	7	2	0.8	-18	0.9	2.4	1	-8	-4
CC(=O)Nc1sc2c(c1C(N)=O)CCC2	-1	-1	0	1	10	1	-0.5	1	-8	-8

Full records, quoted from the list. Screens in order: bIAP inhibitor	TNAP inh hiacc	FLuc inh counter	bIAP act	APP transl inh	TNAP act hiacc	RAM inhibit	FLuc act counter	L major viab	TNAP inh noacc
COc1cccc(CNC(=O)C2CCC(CNS(=O)(=O)c3cccc4nsnc34)CC2)c1 (stereo not given) is listed with -15	-6	-2	1.1	5	1.1	3.1	1	-4	-9
Cc1ccc(SCC(=O)Nc2ccc(S(N)(=O)=O)cc2)cc1 is listed with 16	7	2	0.8	-18	0.9	2.4	1	-8	-4
CC(C)(C)c1ccc(-c2cc(C(=O)NNC(=O)Nc3ccccc3)c3ccccc3n2)cc1 is listed with -28	-4	77*	1.3	-96	1	2.0	0.2	9	-7
CC(=O)Nc1sc2c(c1C(N)=O)CCC2 is listed with -1	-1	0	1	10	1	-0.5	1	-8	-8
CCc1ccc2ncc(C(=O)c3ccccc3)c(N3CCOCC3)c2c1 is listed with -3	-3	-4	1	7	1	0.1	1	10	-3

New compounds follow:
SMILES	bIAP inhibitor	TNAP inh hiacc	FLuc inh counter	bIAP act	APP transl inh	TNAP act hiacc	RAM inhibit	FLuc act counter	L major viab	TNAP inh noacc
COc1ccc(S(=O)(=O)N2CCC(CN3C(=O)c4cccc5cccc(c45)C3=O)CC2)cc1	3	1	3	1	-1	1	5.5	1	98*	-19
CCCCn1nnnc1SCC(=O)c1ccccc1F	4	-2	3	1	-23	1	-1.0	1	6	-5
CCCOc1ccc(N2C(=O)CC(SCc3nc4ccccc4[nH]3)C2=O)cc1 (stereo not given)	-3	-8	-6	1	6	1.1	0.9	1.1	-2	-10
CCOc1ccccc1N1CCN(C(=O)Nc2ccc(Cl)c(Cl)c2)CC1	2	-11	-8	1	4	1.1	0.4	1.1	5	2
CC(C)NC(=S)N/N=C/c1ccc(N2CCOCC2)cc1	1	-2	-1	1	2	1	-0.9	1	-2	-13
N=c1c2c(n(Cc3ccccc3)c3c1CCC3)CCC2	19	-8	-7	0.8	-10	1.1	1.9	1.1	100*	3
O=P(CCNCc1ccco1)(c1ccccc1)c1ccccc1	2	-3	-14	1	-17	1	0.8	1.1	-1	-4
CC(C)NC(=O)NC(=O)COC(=O)c1ccccc1F	-20	0	-4	1.2	8	1	1.8	1	-5	-16
CCN(CC)S(=O)(=O)c1ccc(N2CCOCC2)c(NS(=O)(=O)c2ccc(C(C)C)cc2)c1	-20	-4	-4	1.2	-13	1	3.2	1	42	-10
C=C(C)CC(NCCc1ccccc1)c1ccco1 (stereo not given)	9	-3	-4	0.9	9	1	2.6	1	-6	-10
CC(=O)Nc1ccccc1-c1nnc(SCc2ccccc2Cl)[nH]c1=O	3	-2	-2	1	-14	1	2.6	1	-8	-4
O=c1cc(/N=C/c2coc3c(ccc4ccccc43)c2=O)[nH]c(=S)[nH]1	7	24	-4	0.9	10	0.8	11*	1	51*	53*
O=C(Nc1ccc(Cl)cc1)c1ccc(OC2CSC2)cc1	37	-3	-2	0.6	-51	1	2.8	1	-9	-8
N#Cc1cccc(-c2cn(S(=O)(=O)c3ccc(Cl)cc3)nc2N)c1	12	-4	-9	0.9	9	1	1.8	1.1	4	-5
O=C(N/N=C/c1ccc[nH]1)c1sc2ccccc2c1Cl	17	4	15	0.8	-21	1	1.6	0.8	99*	-14
O=C(COC(=O)c1cccc(C(F)(F)F)c1)NCc1ccccc1	7	-2	-4	0.9	19	1	2.8	1	3	-7
CN(Cc1ccccc1)C(=O)C1CCCN(Cc2ccc(Cl)cc2)C1 (stereo not given)	-6	-1	0	1.1	-1	1	1.1	1	89*	-6
CC1=CC(C)(C)Nc2ccc(OC(=O)CN3C(=O)CCC3=O)cc21	5	0	-6	0.9	26	1	1.9	1.1	100*	0
O=C1NC2(Nc3ccccc31)C(=O)Nc1ccccc12 (stereo not given)	7	-3	-1	0.9	-9	1	1.9	1	-2	-14
COCCNC(=O)COc1cccc(Oc2ccccc2)c1	2	0	-2	1	-2	1	0.5	1	-8	-5
CCc1cc2c(=O)c(-n3cnc4ccccc43)coc2cc1O	0	-3	1	1	2	1	5.0	1	1	-12
Clc1ccccc1-c1ccc(/C=N/n2cnnc2)o1	13	-6	-4	0.9	0	1.1	0.3	1	42	-14
O=C(Oc1ccc2c(-c3ccccc3)cc(=O)oc2c1)C1CCCCC1	20	-5	-3	0.8	9	1.1	9.3*	1	-3	-7
CCCCN(CCCC)CC1OCc2ccccc2CO1	-1	3	0	1	-13	1	0.0	1	0	0
Cc1ccc(-c2cnn(-c3cccc([N+](=O)[O-])c3)c2N)cc1	0	3	26	1	-96	1	1.7	0.7	-5	-1
O=C(C1=C[C@@H](c2csc3ccccc23)C[C@@H](OCc2ccc(CO)cc2)O1)N1CCN(Cc2ccccc2)CC1	-4	-8	-9	1	11	1.1	1.3	1.1	51*	-3
Cc1ccc(-n2c(-c3ccco3)nc3nc4ccccc4nc32)cc1F	11	-1	-6	0.9	2	1	6.3	1.1	-5	-3
CCn1c(SCC(=O)N/N=C/C(C)=C\c2ccco2)nnc1-c1ccccc1	4	-1	9	1	-6	1	-0.1	0.9	9	6
